GCN5L2 inh: blocks human GCN5L2 histone acetyltransferase | Q92830 | GCN5L2 HAT assay, ThioGlo1 CoA-SH fluorescence | Potency, µM (highest dose often 58.9 µM), without a hit: at the highest dose activity change, negative = inhibition, hits mostly inhibitors | 0.21% of 390,000 active
Target sequence (Q92830 whole entry, looked up): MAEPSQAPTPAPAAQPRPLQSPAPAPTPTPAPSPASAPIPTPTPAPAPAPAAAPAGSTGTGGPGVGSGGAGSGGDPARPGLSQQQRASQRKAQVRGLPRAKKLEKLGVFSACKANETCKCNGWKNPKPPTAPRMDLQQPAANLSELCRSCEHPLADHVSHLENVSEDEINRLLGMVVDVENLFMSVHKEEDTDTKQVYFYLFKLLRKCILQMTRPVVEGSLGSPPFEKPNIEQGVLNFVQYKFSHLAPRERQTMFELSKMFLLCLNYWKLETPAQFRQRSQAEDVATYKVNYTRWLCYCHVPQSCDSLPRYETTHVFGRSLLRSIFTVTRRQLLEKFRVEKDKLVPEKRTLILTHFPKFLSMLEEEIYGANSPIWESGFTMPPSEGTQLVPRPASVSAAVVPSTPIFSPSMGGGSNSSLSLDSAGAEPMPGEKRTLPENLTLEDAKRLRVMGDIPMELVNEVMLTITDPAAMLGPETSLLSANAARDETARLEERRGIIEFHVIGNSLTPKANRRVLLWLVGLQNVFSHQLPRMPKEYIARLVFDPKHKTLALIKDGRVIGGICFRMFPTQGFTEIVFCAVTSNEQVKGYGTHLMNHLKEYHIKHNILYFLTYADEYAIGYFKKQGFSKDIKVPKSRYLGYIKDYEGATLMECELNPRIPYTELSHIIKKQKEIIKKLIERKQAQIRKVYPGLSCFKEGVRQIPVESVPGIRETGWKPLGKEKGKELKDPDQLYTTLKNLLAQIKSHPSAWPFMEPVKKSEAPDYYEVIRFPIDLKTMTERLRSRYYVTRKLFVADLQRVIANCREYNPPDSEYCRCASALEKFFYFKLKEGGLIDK
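GCN5L2 (20 nM) in 50mM HEPES pH 7.5, 0.1mM EDTA, 0.01% Tween-20 preincubated 15 min with compounds at room temperature. Reaction started with H3(1-25) 75uM, acetyl-CoA 70uM, ThioGlo1 50uM; CoA-thiol fluorescence (Ex340/Em540) read at 0 and 20 min.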
FEN1 inhibitor: human FEN1 inhibition; P39748; Recombinant FEN1 flap cleavage, fluorescence, 15 min; Potency, µM (top dose mostly 114 µM), for the others: at the highest dose activity change, negative = inhibition, hits mostly inhibitors; 0.35% of 390,000 active; AID 588795; further: nearly all actives have a fitted effect of over 65% in size
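Enzyme 10 nM, 15 min RT preincubation with compound; start with substrate 50 nM final; reads at 0 and 15 min; qHTS titration, four-parameter Hill fit.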
N370S GC: inhibitors or activators of N370S glucocerebrosidase for Gaucher disease | P04062 | N370S GC spleen homogenate, 4MU-glucoside fluorescence | Potency, µM (doses to about 59.4 µM), for the others: at the highest dose activity change, negative = inhibition, hits mostly inhibitors | 0.092% of 330,000 active | AID 2101;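 further: 0% = full enzyme activity and -100% = no enzyme basal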
* = called active by the depositor; ? = inconclusive; nt = no result given; & = joins results of further samples; [ ] = remark or other dose. The call rests on the fitted dose curve; in most records, active means well fitted curve in the direction sought with a large enough effect; inconclusive means small, poorly fitted or top-dose-only effect, or another doubt; inactive means no such curve, though single readings can be large; an effect the other way counts as inactive or inconclusive. Unless noted, on the % scale 0 is the no-effect control and ±100 the full control effect; potency means the concentration at half of the fitted maximal effect. A portion of the library; count on the stated rates, not on these rows.

SMILES	GCN5L2 inh	FEN1 inhibitor	N370S GC
Cc1cc(C2=NNC(=NC3CC3)SC2)c(C)n1-c1ccccc1F	-9.2%	10.4%	2.3%
O=P(c1ccccc1)(c1ccccc1)c1nc(-c2ccc(Cl)cc2)oc1N1CCOCC1	-7.7%	0.1%	?
Cc1ccc(CNC(=O)C(CC(C)C)OC(=O)c2ccco2)cc1 (stereo not given)	-3.7%	-3.3%	11.4%
COc1ccc(Nc2nnc(SCC(=O)N3CC(=O)Nc4ccccc43)s2)cc1	-10.2%	9.0%	4.5%
CC(C)Sc1nnc(SCC(=O)N(C)C2CCS(=O)(=O)C2)s1 (stereo not given)	-13.3%	-5.9%	nt
O=C(CSc1nnc(-c2ccncc2)o1)Nc1ccccc1Cl	-5.2%	12.3%	0.1%
COc1cc(-c2cc(=O)c3ccccc3o2)ccc1O	-11.0%	-12.8%	3.0%&4.0%
Oc1ccccc1-c1cc(-c2ccco2)[nH]n1	2.3%	-11.6%	8.7%
CC(C)(CC(=O)OCC(=O)Nc1ccccc1F)CC1=NS(=O)(=O)c2ccccc2N1	-5.4%&-2.0%	-15.8%&-3.6%	7.0%
C=C(C)Cn1c(CCCNC(=O)C(C)(C)C)nc2ccccc21	7.0%	-3.3%	0.2%
CCCCSc1cc(C)nc2ncnn12	0.4%	-3.0%	-9.9%
Cc1cc2ccccn2c1C(=O)c1ccccc1Br	-7.9%	0.5%	20.8%
CC(NC(=O)c1cc(-c2ccncc2)nc2ccc(Br)cc12)C1CCCO1 (stereo not given)	2.5%	1.8%	-17.3%
CCOC(=O)N1CCN(S(=O)(=O)N(C)C)CC1	-0.3%	-0.8%	3.7%
CCOc1ccccc1NC(=O)Cn1nnc2sc(-c3ccccc3)cc2c1=O	-15.6%	14.4%	nt
OC(COCc1ccccc1)CN1CCN(c2ccccc2)CC1 (stereo not given)	-2.7%	2.7%	-1.2%
CCc1ccc(C(C)NC(=O)c2ccc(F)cc2)cc1 (stereo not given)	1.6%	-0.7%	9.5%
CCc1ccc(-c2cc(C)no2)cc1S(=O)(=O)NCCN1CCC(C)CC1	-3.1%	-9.8%	-21.3%
O=C1N(Cc2cccc(Cl)c2)C[C@@H]2C[C@@H](c3cccn3-c3ccccn3)N3CCC[C@@]123	?	-1.7%	4.5%
CN(Cc1nc2ccc(F)cc2[nH]1)Cc1nc(CC2CC2)no1	-17.1%	0.5%	1.3%
CSC1=NCCN1C(=O)c1ccc(C)cc1	-2.4%	0.9%	3.5%
COc1cccc(CN2CCN(Cc3cc4ccccc4[nH]3)CC2CCO)c1 (stereo not given)	1.8%	1.8%	0.9%
CN1/C(=C\C(=S)NC(=O)c2cccc(Br)c2)C(C)(C)c2ccccc21	1.7%	-12.5%	2.9%
COc1ccc(N2CC(C(=O)Nc3ccncc3)CC2=O)cc1 (stereo not given)	-20.9%	11.1%	-2.3%
COc1ccc(-c2nc3nc(SC)nn3cc2C)cc1F	-23.5%	1.3%	12.9%

Part of the list above, with each value named:
> CCOc1ccccc1NC(=O)Cn1nnc2sc(-c3ccccc3)cc2c1=O
- GCN5L2 inh = -15.6%
- FEN1 inhibitor = 14.4%
- N370S GC = nt

> OC(COCc1ccccc1)CN1CCN(c2ccccc2)CC1 (stereo not given)
- GCN5L2 inh = -2.7%
- FEN1 inhibitor = 2.7%
- N370S GC = -1.2%

Going on with the list:
SMILES	GCN5L2 inh	FEN1 inhibitor	N370S GC
COc1ccc(-c2cc3onc(-c4c(Cl)cccc4Cl)c3c(=O)n2C)cc1	-16.0%	-17.1%	-11.7%
O=C(CCS(=O)(=O)c1ccccc1)NC1CCCCC1	2.0%	?	3.0%
CCCC(=O)Nc1cc(-c2nnc3c4ccccc4c(C)nn23)ccc1C	-4.3%	-6.6%	nt
O=C(Nc1ccc(Cl)cc1[N+](=O)[O-])c1ccc2c(c1)OCCO2	?	-1.0%	-1.4%
COc1ccccc1NS(=O)(=O)c1cccc(C(=O)N/N=C/c2c(C)nn(-c3ccccc3)c2N2CCCC2)c1	-15.4%	-4.7%	1.5%
Cc1ccc(Cn2c(=O)n(Cc3ccccc3Cl)c(=O)c3cccnc32)cc1	2.2%	19.1%	nt
CCOC(=O)COc1ccc(S(=O)(=O)N2CCN(c3ccccc3F)CC2)cc1	-2.9%	-13.2%	-0.7%
COc1ccccc1OCC(=O)Nc1ccccc1C(=O)N1CCCCC1	-16.6%	0.1%	-6.6%
CCOc1ccc(C(=O)NCCCN(CC)CC)cc1	-3.7%	-13.6%	10.0%
C[C@H](N)C(=O)N[C@@H](CO)C(=O)N[C@H](C(=O)N[C@H](C(=O)N[C@H](C(=O)N[C@@H](CC(N)=O)C(=O)N[C@@H](Cc1ccc(O)cc1)C(=O)N[C@H](C(=O)O)[C@@H](C)O)[C@@H](C)O)[C@@H](C)O)[C@@H](C)O	-13.5%	nt	-2.2%
CCC(=O)Nc1ccccc1-c1nnn(CC(=O)N2c3ccccc3CC2C)n1 (stereo not given)	0.0%	-6.2%	-3.6%
Cc1nc2ccc(S(=O)(=O)NCC(=O)N3CCOCC3)cc2s1	1.7%	-2.6%	-1.5%
CN(C)CCC1(c2ccc(Cl)cc2)Cc2ccccc2C(=O)O1 (stereo not given)	0.0%&2.6%	nt	-15.9%&-8.2%
N#Cc1ccc(OCC(=O)NCC(c2cccs2)N2CCOCC2)cc1 (stereo not given)	2.2%	-12.5%	-4.1%
CC1=CC(=O)CC2C1(C)CCC(C)C2(C)CCC(C)CC(=O)O (stereo not given)	-14.1%	-5.0%	-9.3%
COC(=O)[C@H](C)NC(=O)NCc1ccc(S(N)(=O)=O)cc1	-9.4%	-9.2%	-0.1%
O=C(NC1CC1)c1nc(Cn2cc([N+](=O)[O-])cn2)no1	-27.1%	22.3%	-0.7%
CC(C)=CCC1=C(OCC(=O)O)C(=O)c2ccccc2C1=O	-1.8%	?	-6.4%
O=c1[nH]n2cc(-n3cc([N+](=O)[O-])cn3)cnc2c1Br	4.1%	-13.7%	-10.2%
CCCCc1nc2cc(C(=O)N3CCC(OCCOC)CC3)ccc2o1	?	-10.5%	-0.3%
COc1cccc2cc(C(=O)CS(=O)(=O)c3ccc(C(C)(C)C)cc3)c(=O)oc12	-25.7%	-12.3%	3.4%
CC(C(=O)N1CCCC1)N(c1ccccc1)S(C)(=O)=O (stereo not given)	0.7%	nt	4.6%
COc1ccccc1NC(=S)N1CCN(c2ccc(F)cc2)CC1	0.1%	20.5%	-1.3%
CCOC(=O)N1CCN(C(=O)COC(=O)c2cc(C)ccc2C)CC1	-7.3%	-10.6%	nt
CCOC(=O)CSc1nnc(NC(=O)c2ccc3c(c2)OCO3)s1	-12.5%	8.0%	1.5%

The results go on.
SMILES	GCN5L2 inh	FEN1 inhibitor	N370S GC
COc1ccccc1N1CCN(c2nc(N)c(C#N)c(CC#N)c2C#N)CC1	-4.7%	2.2%	-1.1%
CCOc1ccc2[nH]c(=O)c(C(c3nnnn3CC3CCCO3)N3CCc4ccccc4C3)cc2c1 (stereo not given)	-2.6%	-0.8%	5.9%
CCOC(=O)c1ccc(NC(=O)C23CCC(C)(C(=O)O2)C3(C)C)cc1 (stereo not given)	1.3%	-1.8%	2.2%
COc1ccc(C(=O)c2c3ccc(C(F)(F)F)cc3[n+]([O-])n2CCCC(N)=O)cc1	2.0%	3.9%	-21.8%
CCOc1ccc(-c2nc(-c3ccccc3C)no2)cc1	-0.2%	nt	5.4%
O=C(COc1cccc(C(F)(F)F)c1)NCCCN1CCCC1=O	-18.4%	1.6%	5.7%
COc1ccc(C(=O)Nc2ccccc2)cc1NC(=O)c1cccs1	-4.3%	-8.8%	2.8%
Cc1cc(Br)cc(C)c1OCC(=O)NNC(=O)c1cccs1	3.3%	1.5%	0.7%
CCCCn1c(/N=C/c2ccc3c(c2)OCO3)nc2ccccc21	-16.3%[0.501 µM]	1.8%	2.7%
C=CCSc1nc2c(c(C3CC=CCC3)c1C#N)CCC2 (stereo not given)	-13.4%	-2.1%	7.4%
c1ccc(-c2nnc3sc(CN4CCc5ccccc54)cn23)cc1	-9.0%	4.7%	5.3%
O=C(c1ccc(-c2ccccc2)c(F)c1)C1CCCN(CCCn2cccn2)C1 (stereo not given)	1.2%	-22.6%	-15.1%
CCCCCN(C(=O)CCC(=O)OCCOc1ccc(OC)cc1)c1c(N)n(CCCC)c(=O)[nH]c1=O	-1.2%	6.0%	4.5%
Cc1cc(N=Nc2ccc(Cl)cc2)cc(CN2CCCC2)c1O	-5.7%	-17.6%	-20.1%
CCN(CC(=O)Nc1cc(Cl)ccc1C)C(=O)C1CC(=O)N(Cc2ccccc2)C1 (stereo not given)	0.7%	7.3%	-4.1%
CCc1ccc2oc(-c3ccc(OC)cc3)cc(=Nc3c(C)n(C)n(-c4ccccc4)c3=O)c2c1	-16.5%	-5.7%	?
O=C(NCCOc1ccccc1F)c1cc([N+](=O)[O-])ccc1N1CCOCC1	0.3%	14.8%	0.5%
CCOC(=O)C1CCN(C(=O)CN2C(=O)c3cccnc3Oc3ccccc32)CC1	6.3%	-3.4%	-15.5%
CN1CCCN(C(=O)CNC(=O)c2ccc(Cl)cc2Cl)CC1	-9.4%	-4.1%	nt
Cc1c(Cl)cccc1-c1ccc(/C=N/n2cnnc2)o1	0.0%	-10.4%	0.7%
CCCn1c(=N)c(C(=O)NC2CCCC2)cc2c(=O)n3cc(C)ccc3nc21	0.4%	-0.2%	nt
Cc1ccc(S(=O)(=O)N2c3ccccc3-c3c(ssc3=S)C2(C)C)cc1	-1.9%	4.6%	3.3%
Cc1cc(NC(=O)c2ccccc2)ncc1NC(=O)c1ccco1	-4.1%	2.1%	1.8%
CCOc1cc(N2CCOCC2)c(OCC)cc1NC(=O)c1[nH]c(C)c(C(C)=O)c1C	-2.7%	0.9%	nt
CC(=O)Nc1cc(C(=O)N2CCN(C)CC2)ccc1Sc1ccc(C)cc1	-3.9%[0.501 µM]	-7.0%	-2.1%

Arranged by SMILES length (ascending): 5 of the compounds above.
SMILES	GCN5L2 inh	FEN1 inhibitor	N370S GC
C=CCSc1nc2c(c(C3CC=CCC3)c1C#N)CCC2 (stereo not given)	-13.4%	-2.1%	7.4%
O=C(COc1cccc(C(F)(F)F)c1)NCCCN1CCCC1=O	-18.4%	1.6%	5.7%
CC(=O)Nc1cc(C(=O)N2CCN(C)CC2)ccc1Sc1ccc(C)cc1	-3.9%[0.501 µM]	-7.0%	-2.1%
CCOc1cc(N2CCOCC2)c(OCC)cc1NC(=O)c1[nH]c(C)c(C(C)=O)c1C	-2.7%	0.9%	nt
CCc1ccc2oc(-c3ccc(OC)cc3)cc(=Nc3c(C)n(C)n(-c4ccccc4)c3=O)c2c1	-16.5%	-5.7%	?

Other records follow.
SMILES	GCN5L2 inh	FEN1 inhibitor	N370S GC
Cc1ccc(NC(=O)c2ccc3c(=O)n4c(nc3c2)CCC4)cc1S(=O)(=O)N(C)C	-5.1%	-4.7%	-1.9%
COc1ccc(CC(=O)NCC2CCCN(Cc3cccc(C(F)(F)F)c3)C2)cc1 (stereo not given)	-13.4%	18.8%	-8.7%
CCCCN(CC)C(=O)Cn1nc(Cc2ccncc2)c2ccccc2c1=O	?	15.3%	-5.7%
Cc1ccc(S(=O)(=O)n2ccc(-c3ccc(OCc4c(F)cccc4Cl)cc3)n2)cc1	-6.8%	-6.7%	1.4%
CSc1nnc(-c2sc3cc(C(F)(F)F)cnc3c2-c2cccnc2)n1C	-6.4%	-3.4%	-2.2%
Cn1c(=O)c2c(nc(Oc3ccc4c(c3)OCO4)n2Cc2ccc(Br)cc2)n(C)c1=O	0.4%	-3.6%	-6.9%
NC(=O)c1ccc(NC(=O)CN2CCN(S(=O)(=O)c3ccc4c(c3)OCCO4)CC2)cc1	-1.1%	-10.6%	nt
CCC1Oc2ccccc2N(CC(=O)NC2CCCCC2C)C1=O (stereo not given)	-1.9%	-3.3%	17.8%
Cc1nc2cc(Nc3nnc(-c4ccccc4)c4ccccc34)ccc2n1C	-0.7%	-1.3%	-8.2%
Cc1ccc(-c2noc(/C=C/c3ccccc3)n2)cc1	-15.8%	-2.4%	15.7%
O=C(C1=C[C@@H](c2ccc(C(F)(F)F)cc2)C[C@@H](OCc2ccc(CO)cc2)O1)N1CCN(Cc2ccc3c(c2)OCO3)CC1	-14.8%	-25.2%	10µM*
CC(C)NC(=O)C(=O)Nc1cc2c3c(c1)CCC(=O)N3CCC2	-1.4%	17.3%	-24.8%
CC(C)(C)N1C(=O)[C@H]2[C@@H](c3ccc(Br)cc3)N3C(=O)N(c4cccc(F)c4)C(=O)[C@@]3(C)[C@H]2C1=O	-3.0%	-6.8%	-10.9%
Cc1c(C(=O)OC/C(O)=C(\C#N)c2nc3ccccc3[nH]2)oc2ccc(Br)cc12	-2.4%	-6.1%	0.8%
CN(Cc1ccccc1)C(=O)COc1cc(Cl)ccc1Cl	3.9%	11.6%	-4.8%
O=C(Nc1nnc(CSCc2ccccc2F)s1)c1cccc([N+](=O)[O-])c1	24.2%	-20.4%	-7.5%

Compound activity from PubChem.
